MITF inh = blocks human microphthalmia-associated transcription factor; O75030; AlphaScreen MITF homodimerization, bead proximity signal; inhibition, % at 2.6 µM; actives 0.91% (n = 650,000); in the data active = inhibition above about 50%;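 also: 0% = vehicle wells with protein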
Target sequence (O75030 whole entry, looked up): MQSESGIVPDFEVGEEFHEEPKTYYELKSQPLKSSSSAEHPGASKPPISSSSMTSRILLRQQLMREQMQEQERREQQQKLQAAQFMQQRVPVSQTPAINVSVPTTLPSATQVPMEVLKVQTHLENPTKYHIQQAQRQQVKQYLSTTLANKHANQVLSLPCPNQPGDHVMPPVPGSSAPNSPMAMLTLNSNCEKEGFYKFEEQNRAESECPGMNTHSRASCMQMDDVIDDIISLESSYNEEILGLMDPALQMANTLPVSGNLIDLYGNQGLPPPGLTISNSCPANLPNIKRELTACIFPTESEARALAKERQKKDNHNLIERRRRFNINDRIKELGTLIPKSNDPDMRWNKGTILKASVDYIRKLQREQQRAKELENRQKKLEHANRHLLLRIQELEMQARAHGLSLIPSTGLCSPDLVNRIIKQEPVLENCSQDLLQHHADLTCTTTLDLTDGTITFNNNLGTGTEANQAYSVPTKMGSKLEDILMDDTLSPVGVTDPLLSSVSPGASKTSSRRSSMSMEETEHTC
FBW7 activator = activators of human E3 ligase FBW7; Q969H0; AlphaScreen FBW7–phospho-cyclin E peptide binding, activator screen; normalized activity (activation), % at 26.1 µM; actives 0.13% (n = 650,000); AID 1259310; in the data active = normalized activity above about 1.9%;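 also: purified mutant Fbw7 with reduced substrate affinity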
GPR151 ag = activators of human GPR151; Q8TDV0; PathHunter beta-arrestin GPR151 cells, luminescence; activation, % at 11.2 µM; actives 1% (n = 650,000); in the data active = activation above about 4.9%;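 also: 0% = median of compound wells and 100% = cells with positive control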
Target sequence (Q8TDV0 whole entry, looked up): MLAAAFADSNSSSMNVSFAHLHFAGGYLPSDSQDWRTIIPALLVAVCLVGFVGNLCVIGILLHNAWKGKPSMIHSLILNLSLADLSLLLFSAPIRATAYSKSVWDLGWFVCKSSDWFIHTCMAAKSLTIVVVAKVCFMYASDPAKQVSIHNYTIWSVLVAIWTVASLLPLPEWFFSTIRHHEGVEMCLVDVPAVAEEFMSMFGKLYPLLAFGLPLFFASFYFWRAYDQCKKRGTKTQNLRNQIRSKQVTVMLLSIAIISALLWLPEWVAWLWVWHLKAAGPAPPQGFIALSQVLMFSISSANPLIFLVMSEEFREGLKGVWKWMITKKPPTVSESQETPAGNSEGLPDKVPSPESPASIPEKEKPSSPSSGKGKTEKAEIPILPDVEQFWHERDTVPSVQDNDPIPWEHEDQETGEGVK
TEAD-YAP block = TEAD-YAP interaction inhibition | HEK-TIYL cells, TEAD-Gal4/YAP UAS-luciferase luminescence | inhibition, % at 9.12 µM | actives 1.4% (n = 640,000); in the data active = inhibition above about 32%;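 also: 0% = median of test compound wells and 100% = reference inhibitor wells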
An asterisk follows results filed as active. Compounds were not picked by outcome. Share with any hit: about 3.4%.

SMILES	MITF inh	FBW7 activator	GPR151 ag	TEAD-YAP block
CC(C)NC(=O)/C(C#N)=C\c1cn(C)c2ccccc12	-11	-0.2	0.3	-13
OC1CCC(Nc2nc(NCCOc3ccccc3)c3ncn(Cc4ccc(C(F)(F)F)cc4)c3n2)CC1 (stereo not drawn)	2	0.6	-1.9	-11
N=C1CCCC(=O)/C1=C(/O)CC1CC(=O)NC(=O)C1	7	0.0	-0.7	4
CCOC(=O)c1c(NC(=O)COc2ccc(Br)c(C)c2)sc2c1CCCC2	6	0.6	1.3	13
CSCC[C@@H](C(=O)NCc1cccc(C(C)=O)c1)N1Cc2ccccc2C1=O	-3	-0.1	3.3	1
Nc1nc(-c2cccc(NC(=O)c3ccccc3)c2)cs1	7	-0.1	0.2	-2
O=C(Cn1cnc2ccccc2c1=O)NCC(=O)Nc1cccc(Cl)c1	6	-0.1	1.1	-7
Cc1ncc2c(c1CNC(=O)CN1CCCC1)CCN(C(=O)CCC1CCCCC1)C2	2	0.4	0.7	-3
CCOC(=O)N1CCN(C(=O)CCc2nnc(CCc3ccccc3OC)o2)CC1	10	0.1	-0.6	-11
O=C(O)c1cc(N/N=C/c2ccc3c(c2)OCCO3)ccc1Cl	2	0.0	-0.1	-37
Cc1ncc(CN2CCN(CC3CCCCC3)C(CCO)C2)s1 (stereo not drawn)	3	0.0	0.5	0
CC(C)CC(=O)NC(=S)NNC(=O)COc1ccc2ccccc2c1Br	11	0.0	-0.5	10
COc1cc(OC)nc(CSc2nc(C)cc(C)n2)n1	5	0.1	0.3	11
Nc1c(C(=O)Nc2ccc(F)c(F)c2)nnn1Cc1ccc(Br)cc1F	-22	0.0	-0.1	-8
CCC(C)NC(=O)CNC(=O)c1cn(-c2ccccc2OC)c(=O)c2ccccc12 (stereo not drawn)	15	0.0	2.7	6
CC1(C)CC(=O)C(C(c2ccc(Cl)cc2)C2C(=O)CC(C)(C)CC2=O)C(=O)C1	-4	0.0	-0.1	4
COc1ccc(OC)c(-n2c(O)cnc2Nc2nc(C)cc(C)n2)c1	11	0.3	1.2	11
O=C1OC(Nc2ccccc2)(c2ccc(Cl)cc2)c2ccccc21 (stereo not drawn)	-22	0.2	0.4	8
CCOCCCN1C(=O)C2C(C(=O)Nc3ccc(C)c(C)c3)C3C=CC2(O3)C1C(=O)NC1CCCC(C)C1C (stereo not drawn)	7	0.1	0.3	-1
Cc1cc(=O)oc2cc(OCC(O)CN3CCN(c4ccc(F)cc4)CC3)ccc12 (stereo not drawn)	6	-0.1	0.3	9

Reformatted with values under each structure: part of the list above.
Every second line gives: MITF inh	FBW7 activator	GPR151 ag	TEAD-YAP block
- CC(C)CC(=O)NC(=S)NNC(=O)COc1ccc2ccccc2c1Br
→ 11	0.0	-0.5	10
- COc1cc(OC)nc(CSc2nc(C)cc(C)n2)n1
→ 5	0.1	0.3	11
- Nc1c(C(=O)Nc2ccc(F)c(F)c2)nnn1Cc1ccc(Br)cc1F
→ -22	0.0	-0.1	-8
- CCC(C)NC(=O)CNC(=O)c1cn(-c2ccccc2OC)c(=O)c2ccccc12 (stereo not drawn)
→ 15	0.0	2.7	6
- CC1(C)CC(=O)C(C(c2ccc(Cl)cc2)C2C(=O)CC(C)(C)CC2=O)C(=O)C1
→ -4	0.0	-0.1	4

Going on with the list:
SMILES	MITF inh	FBW7 activator	GPR151 ag	TEAD-YAP block
Cc1cc(Cl)ccc1Oc1ccc(C(N)=O)cc1[N+](=O)[O-]	-4	0.2	-1.6	-1
Cc1ccc(Cl)c(OCCn2cnc3ccccc3c2=O)c1	10	-0.1	0.2	-59
Cc1c(C(=O)OCc2ccc(Cl)cc2)nnn1-c1ccc(F)cc1	-4	-0.1	2.6	2
COc1cc(NC(=O)c2cc3nc(-c4ccc([N+](=O)[O-])cc4)cc(C(F)(F)F)n3n2)cc(OC)c1OC	2	0.1	0.5	14
COC(=O)c1c(NC(=O)c2ccc(OC)c(OC)c2)sc2c1CCCC2	2	0.1	-0.4	9
CCCCNC(=O)CN1C(=O)COc2ccccc21	7	0.1	-0.7	-9
Cc1cc(NCCc2ccccn2)nc(-c2ccccc2)n1	18	0.3	-1.2	-27
O=C1CC2(CCCCCC2)Oc2ccc(O)cc21	1	0.0	-0.3	5
COc1ccc(CN(CC(=O)N(C)c2ccccc2)S(=O)(=O)c2cccnc2)cc1	-14	0.2	-1.1	-8
COC(=O)c1ccccc1NC(=O)C(N)=O	6	0.0	1.6	0
Cc1ccc(-n2nnnc2SCC(=O)Nc2ccc(Br)cc2)cc1C	1	-0.1	1.6	-4
COc1cc(NC(=O)CCCc2ccccc2)c(C(=O)O)cc1OC	7	0.1	-0.8	3
CC(C)OC(=O)c1nnn(-c2nonc2N)c1CN1CCOCC1	5	0.0	-0.8	-8
CC1C2(C)OC(=N)C1(C#N)C(C#N)(C#N)C(c1cccnc1)O2 (stereo not drawn)	-8	0.0	0.1	-4
CCOC(=O)C1=C2c3ccc4ccccc4c3CC(C)(C)N2C(=O)C1=O	2	-0.1	-0.3	-3
CC[C@H](Cn1nc(-c2ccc(F)c(F)c2)ccc1=O)NC(=O)COC	10	0.1	0.2	-11
COc1ccc(C(=O)NNC(=O)/C=C/c2ccccc2)c(OC)c1	-2	0.0	1.0	2
O=C1CCCN1CCn1cnc2c(NCc3cccc(C(F)(F)F)c3)nc(NCCN3CCOCC3)nc21	6	0.0	-1.0	-3
CCC(C)NC(=O)C1CCC(=O)N1Cc1ccc(C)cc1 (stereo not drawn)	0	-0.1	-1.0	3
COc1ccc(Br)c(C(=O)Nc2noc3ccccc23)c1	4	0.0	-0.8	-70

In another format: results already given.
mol,MITF inh,FBW7 activator,GPR151 ag,TEAD-YAP block
CC(C)CC(=O)NC(=S)NNC(=O)COc1ccc2ccccc2c1Br,11,0.0,-0.5,10
COc1cc(OC)nc(CSc2nc(C)cc(C)n2)n1,5,0.1,0.3,11

Sorted by SMILES length (high to low): three of the compounds above.
SMILES	MITF inh	FBW7 activator	GPR151 ag	TEAD-YAP block
CC[C@H](Cn1nc(-c2ccc(F)c(F)c2)ccc1=O)NC(=O)COC	10	0.1	0.2	-11
CC1C2(C)OC(=N)C1(C#N)C(C#N)(C#N)C(c1cccnc1)O2 (stereo not drawn)	-8	0.0	0.1	-4
CC(C)OC(=O)c1nnn(-c2nonc2N)c1CN1CCOCC1	5	0.0	-0.8	-8

Continued:
SMILES	MITF inh	FBW7 activator	GPR151 ag	TEAD-YAP block
CCOC(=O)C1=C(C)Nc2nc(SCC)[nH]c(=O)c2C1c1ccncc1 (stereo not drawn)	2	-0.2	0.2	1
CCOc1cc(/C=C/C(=O)O)cc(I)c1OC	7	0.1	-0.1	-3
COc1ccc(NC(=O)COc2ccc(Br)cc2C)cc1OC	1	-0.3	-0.2	6
C/C(N)=C(/C#N)C(=O)COC(=O)/C=C/c1c(C)nn(Cc2c(Cl)cccc2Cl)c1C	-1	-0.1	2.0	1
CSc1ccccc1C(=O)Nc1nnc(-c2ccc(Cl)cc2)o1	-4	0.0	0.3	5
c1ccc(C(CNc2ncccn2)c2ccccc2)cc1	18	-0.2	-0.8	-11
Cn1nc(NC(=O)COc2ccccc2F)c2c1NC(=O)CC2c1ccco1 (stereo not drawn)	2	0.7	-1.5	1
N/C(=N\OC(=O)COC(=O)c1ccccc1[N+](=O)[O-])c1ccc(F)cc1	8	-0.1	1.5	-7
COc1cc(/C=C2\NC(=S)N(c3ccccc3)C2=O)cc(OC)c1OC	5	0.6	0.2	6
COc1ccc(CC(=O)Nc2cc(Cl)ccc2Cl)cc1	1	-0.1	-1.3	8
Cc1cccc(-c2c(C#N)cnc3cc(C)nn23)c1	-7	0.0	0.0	33*
CCOC(=O)c1c(C)c(C(=O)NCc2cccnc2)c(C)n1CC	-4	0.1	0.6	0
CCOC(=O)CN1C(=O)SC(Nc2ccc(C(=O)O)cc2)C1=O (stereo not drawn)	13	0.0	-1.6	9
CC1=C/C(=C\c2c(O)n(-c3cc(C)cc(C)c3)c(=S)[nH]c2=O)C(C)=N1	1	-0.3	-0.3	6
Cc1ccc2nc(NCCCO)nc(-c3ccccc3)c2c1	-2	1.2	1.7	-2
CCCS(=O)(=O)N1CCCc2cc(NS(=O)(=O)c3cc(Cl)ccc3C)ccc21	16	0.5	0.9	-1
COc1cc(Nc2nc(Nc3cc(OC)c(OC)c(OC)c3)c3ncn(-c4ccsc4)c3n2)cc(OC)c1OC	2	0.2	2.6	50*
O=C(Nc1ccc(Br)cn1)c1ccccc1O	6	0.1	-0.9	-46
CC1CCCC(C)N1CC(O)COc1ccc(C2CCCCC2)cc1 (stereo not drawn)	6	0.0	2.8	9
CC(C)N(C(=O)CSc1nnc(-c2ccncc2)o1)C(C)C	14	0.1	1.3	0
NNC(=O)c1ccc(OCC(O)CO)cc1 (stereo not drawn)	13	-1.0	0.6	-18
O=C1CC(NCc2ccc(Cl)cc2)C(=O)N1c1ccc(-c2nc3ccccc3o2)cc1 (stereo not drawn)	3	-0.2	-0.8	-23
O=C(NC1(C(F)(F)F)NC(=O)N(Cc2ccccc2)C1=O)c1ccco1 (stereo not drawn)	-18	0.0	0.5	1
COC(=O)Cn1c(=N)n(Cc2ccccc2)c2ccccc21	-5	0.0	-0.9	-1
O=C(CN1C(=O)CSC1=O)NC1CCCCC1	4	0.4	0.2	-7
Cc1ccc(Oc2ccc(-c3nc(N)nc(N)n3)cc2)cc1	3	0.0	1.8	-2
CC1Sc2ccc(C#N)cc2N(Cc2ccc(S(C)(=O)=O)cc2)C1=O (stereo not drawn)	-6	-0.1	-0.3	-2
O=C(CSC(=S)N1CCCC1)c1ccccc1	12	0.1	-3.8	-23
Nc1c(C(=O)c2ccc(F)cc2)sc2nc(-c3ccccc3)cc(-c3ccco3)c12	63*	0.0	2.2	7
O=C(O)CN1C(=O)/C(=C/c2cccc(O)c2)SC1=S	6	-0.2	0.0	2
CCCN(CCC)S(=O)(=O)c1ccc(C(=O)NCc2ccco2)cc1	6	0.8	-1.0	0
O=C(Nc1cccc(Cl)c1)c1cc(S(=O)(=O)N2CC3CC(C2)c2cccc(=O)n2C3)ccc1F (stereo not drawn)	7	0.2	-0.5	11
COc1ccc(-c2csc(N/N=C/c3cccc(OC)c3)n2)cc1	22	1.4	-0.6	4
CCOC(=O)N1CCC(Nc2nc(-c3ccc(OC)cc3)no2)CC1	-6	-0.1	0.3	4
CCOC(=O)c1oc2ccccc2c1NC(=O)c1ccc2c(c1)OCO2	11	0.0	-0.2	-4
NS(=O)(=O)c1ccc(CNC(=S)Nc2ccc([N+](=O)[O-])cc2)cc1	16	0.4	-0.9	5
Cn1cc(I)c(C(=O)NC(=S)N2CCSCC2)n1	6	-0.1	-1.2	-7
CCC(=O)Nc1ccc(NC(=O)COc2ccccc2C)cc1	6	-0.1	1.8	8
COc1ccc(-c2noc(NC3CCCc4ccccc43)n2)cc1OC (stereo not drawn)	4	-0.1	1.5	-14
Cc1cccc(C)c1NC(=O)c1c(NC(=O)c2ccc(C(C)(C)C)cc2)sc2c1CCCCC2	12	0.0	-2.2	3
Cc1nc2c(C(=O)NC3CCCC3)cnn2c(C)c1Cc1ccccc1	-11	0.1	1.3	4
CCOC(=O)N1CCN(Cc2ccc3c(c2)CN(C(=O)C2CCOC2)CCO3)CC1 (stereo not drawn)	4	-0.1	1.4	-9
O=C(Nc1ccccc1)c1ncn(-c2ccccc2)n1	12	0.4	-3.8	14
O=c1c(=NNc2ccc(Cl)c(S(=O)(=O)N3CCOCC3)c2)c(=O)c2ccccc12	7	0.5	-0.1	-6
S=c1n(CN2CCCC2)nc2c(Cl)cc(Cl)cn12	-3	-0.1	-0.1	-2
Cc1ccccc1N(CC(=O)N1CCC(C)CC1)S(=O)(=O)c1ccccc1	-5	-0.1	-0.4	0
COc1ccc(Br)cc1C1C2=C(CC(C)(C)CC2=O)Nc2nc3ccccc3n21 (stereo not drawn)	-8	-0.1	-0.8	7
CCC(=O)Nc1ccc(NC(=O)c2ccccn2)cn1	12	-0.2	-0.1	-1
CCOC(=O)C1=C(N)OC2=C(C(=O)CC(C)(C)C2)C1c1cccs1 (stereo not drawn)	0	0.0	-0.6	-5
COC(=O)c1n[nH]c(=O)c2ccccc12	-19	-0.3	-1.7	3
The list continues.
SMILES	MITF inh	FBW7 activator	GPR151 ag	TEAD-YAP block
COc1cccc2cc(C3=NS(=O)(=O)c4ccccc4N3)c(=O)oc12	8	0.7	1.0	-11
CC(C)C(OC(=O)c1ccc2c(c1)S(=O)(=O)c1ccccc1C2=O)C(=O)NC(N)=O (stereo not drawn)	-1	0.0	-2.2	-2
COc1ccc(S(=O)(=O)Nc2cc(Cl)c3oc(C)c(C(C)=O)c3c2)cc1[N+](=O)[O-]	9	0.3	0.1	9
CCCNC(=O)c1nn2c(c1Cl)NC(c1ccc(C)cc1)CC2C(F)(F)F (stereo not drawn)	2	-0.2	-0.7	13
C=CCn1c2ccccc2c2nnc(SCC(=O)Nc3cccc4ccccc34)nc21	-8	0.0	2.0	17
O=C(c1ccc2c(c1)OCCO2)N1CCCCC1c1nc2ccccc2[nH]1 (stereo not drawn)	10	-0.1	0.8	1
Cc1cccc(NC(=O)C2CCN(C(=O)Nc3cccc(C)c3)CC2)c1	-8	0.1	-0.3	-2
CCOC(=O)C(CC)Oc1ccc2c(C)c(Cc3ccccc3)c(=O)oc2c1I (stereo not drawn)	6	0.0	0.5	8
O=c1/c(=C\c2cccc(OCc3ccccc3)c2)sc2nc3ccccc3n12	3	-0.1	-0.1	-3
Cc1ncc(CN2CCc3ccc(NC(=O)c4ccncc4)cc3C2)s1	9	-0.1	0.3	-1
C=CCn1c(SCC(C)=O)nc2scc(-c3cccs3)c2c1=O	25	0.3	-2.0	-1
